High-throughput results as filed in PubChem.
Pf apPOL inh – Pf-apPOL DNA polymerase inhibition | Recombinant Pf-apPOL, molecular beacon fluorescence, 1.5 h | inhibition, % at 10 µM | 210,000 compounds, 0.25% hits
mHTT CaM bind – disrupts binding of mutant huntingtin to calmodulin; P42858; AlphaScreen His-mHTT/GST-CaM binding, luminescence; inhibition, % at 15 µM; 190,000 compounds, 3.6% hits; AID 1671202;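 further: 0% = both proteins with DMSO and 100% = one protein alone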
An asterisk follows results filed as active; i = inactive; x = no result given; & = joins results of further samples. No stated cut-off is given here; in the data, active means inhibition above about 50%; inactive means the rest.

Value order – Pf apPOL inh | mHTT CaM bind
COC(=O)C1C(=O)C(C(=O)C=Cc2ccco2)C(=O)CC1(C)C (stereo not given)
  -14.5 | x
CCOc1ccc(NC(=O)Cn2ncc3c(c2=O)N(C2CC2)C(=O)CS3)cc1
  2.4 | 0.5
CCCCOc1ccc(C(=O)Nc2c3c(nn2-c2ccc([N+](=O)[O-])cc2)CSC3)cc1
  -5.6 | 12.0
O=C(O[C@H]1[C@H](Cc2ccccc2)NS(=O)(=O)[C@H]2C[C@@H]3C=C[C@]12O3)c1ccccc1Br
  -2.8 | 30.3
COc1ccccc1CN1CCC(N2CCN(CCO)CC2)CC1
  -3.3 | 0.5
COc1cccc(/C=C2N=C(/C=C/c3cccc([N+](=O)[O-])c3)OC/2=O)c1OC
  7.1 | 0.0
Nc1c(C(=O)Nc2cc(C(F)(F)F)ccc2Cl)nnn1Cc1cccc(F)c1
  4.5 | -24.0
CCOC(CNC(=O)c1ccc(Sc2ccc(Br)cc2)c([N+](=O)[O-])c1)OCC
  0.3 | 12.0
COc1ccc(NC(=O)Cn2nc([N+](=O)[O-])c(Br)c2C)cc1OC
  2.5 | 0.0
O=C(NC1CCCCC1)N1CCC(n2c(-c3ccco3)nc3cccnc32)C1 (stereo not given)
  3.8 | 11.8
CCCC/C(C)=N/NC(=O)c1cc(C)oc1C
  x | i
COc1ccccc1CNCCS(=O)(=O)NCc1ccccc1
  -5.7 | -1.6
CC1CN(c2ncnc3c2cnn3-c2ccc(Cl)cc2)CC(C)O1 (stereo not given)
  -7.1 | 9.0
COC(=O)c1scc(S(=O)(=O)Cc2cccs2)c1NN=C(C#N)S(=O)(=O)c1ccc(Cl)cc1
  0.8 | x
Cc1ccc(C(=O)Nc2ccccc2C(=O)N2CCCC(C)C2)cc1 (stereo not given)
  -6.0 | -2.6
CC1=CC(=NS(=O)(=O)c2cccc([N+](=O)[O-])c2)C=CC1=O
  -7.1 | 84.0*
Cc1nn(C)cc1CN1CCC(O)(c2ccccc2)C(N2CCCC2)C1 (stereo not given)
  1.5 | 8.8
Cc1nn(-c2nc3c(c(=O)n(CC(=O)C(C)(C)C)c(=O)n3C)n2C(C)C)c(C)c1C
  -1.8 | -10.8
COc1ccc(C2=N/C(=C\c3ccccc3OC)C(=O)O2)cc1
  -7.1 | 3.0
COc1cc(OC)c(NC(=O)c2cc3cc4ccc(C)cc4nc3o2)cc1Cl
  9.2 | -1.0
CCC(C)NC(=O)c1cn(CCOC)c(=O)c2c1c1ccccc1n2C (stereo not given)
  -2.3 | -6.0
O=c1[nH]c(=O)c2sc3nc4c(cc3c2[nH]1)CCCC4
  x | 2.4
O=C(COc1ccc(F)cc1)N1CCCCC1CCN1CCCCC1 (stereo not given)
  -8.0 | 0.8
COCCCNC(=O)c1ccc(OC)c([N+](=O)[O-])c1
  -9.4 | -4.3
Cc1cc(OCC(=O)Nc2cccc(-c3nc4ncccc4o3)c2C)ccc1Cl
  -10.0 | 3.0
COc1ccc(-c2csc(NC(=O)CS(=O)(=O)c3ccccc3)n2)c(OC)c1
  -6.6 | 6.1
O=C(Nc1ccc(-n2cnnn2)cc1)c1cc(-c2ccco2)on1
  7.6 | -9.1
Cc1ccc(-c2noc(C3CCCN3S(=O)(=O)c3ccc(Cl)cc3C)n2)cc1 (stereo not given)
  -0.3 | 4.0
CCC(=O)NC1CCc2[nH]c3ccc(C)cc3c2C1 (stereo not given)
  -3.5 | 26.4
CCSc1nnc(NC(=O)CSc2nncn2C)s1
  -3.8 | -0.5

4 entries already listed, ordered by count of non-hydrogen atoms, high to low:
Value order – Pf apPOL inh | mHTT CaM bind
O=C(NC1CCCCC1)N1CCC(n2c(-c3ccco3)nc3cccnc32)C1 (stereo not given)
  3.8 | 11.8
Cc1ccc(C(=O)Nc2ccccc2C(=O)N2CCCC(C)C2)cc1 (stereo not given)
  -6.0 | -2.6
O=C(Nc1ccc(-n2cnnn2)cc1)c1cc(-c2ccco2)on1
  7.6 | -9.1
O=c1[nH]c(=O)c2sc3nc4c(cc3c2[nH]1)CCCC4
  x | 2.4

(more compounds)
Value order – Pf apPOL inh | mHTT CaM bind
COc1ccc(-n2nc3c(c2NC(=O)c2ccc(Cl)cc2Cl)CSC3)cc1
  -0.8 | 33.0
Cc1ccc(C)c(OCC(=O)Nc2ccc(Cl)cc2Cl)c1
  -5.3 | -1.4
Cc1cccc(NC(=O)CC(NCC2CCCO2)C(=O)O)c1 (stereo not given)
  -2.8 | -15.0
CC(=O)c1c(NC2CCCCC2)oc(C)cc1=O
  x | -10.0
CCCN(CCC)CCCNC(=O)C1CCN(c2nc3ccc(OC)cc3s2)CC1
  -2.8 | 0.0
COc1ccc(C2C(C(=O)N3CCOCC3)c3cc(OC)c(OC)cc3C(=O)N2C)cc1OC (stereo not given)
  -8.0 | -4.0
CCOc1ccc(N2C(=O)/C(=C\c3ccco3)S(=O)(=O)C2c2cccc([N+](=O)[O-])c2)cc1 (stereo not given)
  -5.7 | 13.0
Cc1c(Br)c([N+](=O)[O-])nn1CC(=O)N1CCCc2ccccc21
  -5.8&1.4 | -4.0&-5.6
CC=C(C)C(=O)OC1CC(C)=CC(=O)C2(C)CCC(O)(C(C)C)C12 (stereo not given)
  -3.2 | x
Cc1c(C(=O)N2CCOCC2)csc1-c1ccccc1
  -0.9 | -1.9
COC(=O)C(NC(=O)C(C)(C)C)C12CC3CC(CC(C3)C1)C2 (stereo not given)
  -1.2 | -8.8
COc1ccc(Oc2coc3cc(OCc4ccc(F)cc4)ccc3c2=O)cc1
  -7.5 | 3.0
Cc1[nH]c(C(=O)N2CCC(CC(=O)NCCCN3CCCCC3C)CC2)c(C)c1C (stereo not given)
  -1.9 | 17.4
O=C(Cc1c(C(=O)O)[nH]c2ccc(Cl)cc12)Nc1ccc(F)cc1F
  0.1 | 3.0
CCc1ccc(NC(=O)C2CCN(c3cc(C(=O)N4CCCC4)ccn3)CC2)cc1
  1.9 | 20.7
CCN(CC)c1ccc(CN2CCSCC2)cc1
  0.0 | 24.7
Nc1ccc2[nH]c(=O)nc(-c3ccccc3)c2c1
  -5.0 | 5.2
Cc1nn(S(=O)(=O)c2ccc(Br)cc2)c(C)c1Sc1ccc([N+](=O)[O-])cc1
  -2.4 | 6.0
CCNC(=O)c1c2c(nc3ccc(F)cc13)CCCC2
  2.8 | 1.2
c1ccc(CCN2CCC(N3CCOCC3)CC2)cc1
  -1.4 | -1.1
CC1CCN(CC2CCN(S(=O)(=O)c3ccc(C(C)C)cc3)CC2)CC1
  1.4 | -13.9
COc1cccc(CNC(=O)C2CCCN(S(=O)(=O)c3ccc(Br)s3)C2)c1 (stereo not given)
  -10.4 | 2.0
Cc1ccc(C(=O)Nc2ccc(Cl)cc2)cc1
  1.7 | 10.1
CCC(C(=O)Nc1cc(Cl)c(OC)cc1OC)c1ccccc1 (stereo not given)
  -3.4 | -13.0
N#CC(=Cc1ccccc1OCc1c(Cl)cccc1Cl)C(=O)c1ccc(Cl)cc1
  -2.2 | x
CC(C)(O)C(=O)OCC(=O)c1ccc(Cl)cc1
  -5.1 | x
Cc1ccc(C2=C/C(=C/c3ccc(C)c([N+](=O)[O-])c3)C(=O)O2)cc1
  -3.2 | -3.0
COc1ccc2c(c1)CCCC21SC(NC(C)=O)=NN1C(C)=O (stereo not given)
  -3.1 | 4.0
O=C1N=NC(=O)c2ccccc21
  -6.1 | -6.8
Cc1sc(NC(=O)C2CCCCC2C(=O)O)nc1-c1ccccc1 (stereo not given)
  -4.1 | -0.3

(continued)
Value order – Pf apPOL inh | mHTT CaM bind
CCN(Cc1ccccc1)C(=O)c1cc2cc3ccc(OC)cc3nc2s1
  -3.7 | -1.0
OCCN1CCN(CCCc2ccccc2)CC1
  1.1 | -9.2
CCCCN(CC)C(=O)c1cc2cc3cc(OC)ccc3nc2s1
  -1.4 | -9.0
Clc1ccc(-c2ncnn2-c2ccc(Cl)cc2)cc1
  0.1 | -1.0
O=C(CSc1nnnn1-c1ccccc1)Nc1ccccc1[N+](=O)[O-]
  -4.7 | 11.4
O=C(Nc1ccc(F)c(F)c1)c1cnc(-c2ccccc2)nc1-c1ccncc1
  -3.8 | 0.7
O=C(NCc1ccco1)C1CCCN(c2nnc3ccccn23)C1 (stereo not given)
  -1.3 | 5.8
COc1ccccc1CN1CCCC1
  6.5 | -2.9
CCCC(=O)N1CCCC(C)(C(=O)NCc2ccc(C)cc2)C1 (stereo not given)
  -1.0 | -8.7
O=C(O)COc1ccc2c(=O)c(Oc3ccccc3Br)c(C(F)(F)F)oc2c1
  -0.7 | 11.0
Cc1c(C)c(C)c(NC(=O)C=CC(=O)O)c(NC(=O)C=CC(=O)O)c1C
  9.1 | x
Cc1cc(C)cc(N2CCN(C(=O)c3ccc(C(F)(F)F)cc3)C(C)C2=O)c1 (stereo not given)
  -0.2 | 11.7
CCOC(=O)CN(C(=O)COc1nc(C)cc(C)c1C#N)c1ccccc1
  -3.8 | x
CC(C)NC(=O)c1ccc(OCC2CCN(C(=O)c3ccc(Cl)cc3)CC2)cc1
  -5.0 | 13.8
FC(F)Oc1ccccc1C1CC(c2ccc(I)cc2)Nc2ncnn21 (stereo not given)
  -2.9 | 53.0*
O=C(Cc1noc2ccccc12)N1CCN(c2ccc(-n3cccn3)nn2)CC1
  -5.8 | -10.2
CCCC(=O)NC(/C=C/c1ccccc1)c1cc([N+](=O)[O-])c2cccnc2c1O (stereo not given)
  5.6 | 12.0
Cn1nc(CNC(=O)c2cccc(Cl)c2)c2ccccc21
  -1.5 | 7.0
Cc1cc(NC(=O)C2CCN(C(=O)Cn3cccn3)CC2)no1
  7.1 | -6.4
COC(=O)Nc1ccc(S(=O)(=O)N2CCCC(C(=O)Nc3ccc4c(c3)OCCO4)C2)cc1 (stereo not given)
  -1.6 | 16.1
CN1CCN(CCNC(=O)c2cc3n(n2)CCCN(Cc2cccc(F)c2)C3=O)CC1
  -2.0 | -4.2
O=C(CC(C(=O)N1CCc2ccccc21)n1ccnc1)N1CCOCC1 (stereo not given)
  -8.2 | -4.0
COc1ccc([N+](=O)[O-])cc1NC(=O)Nc1ccccc1
  -259.1 | 4.3
O=c1oc2c(CN3CCCC3)c(O)ccc2c2c1CCC2
  -3.9 | -3.0
O=C(COc1ccc(F)cc1)N1CCN(c2nc(CN3CCCCC3)cs2)CC1
  -1.5 | 24.8
O=S(=O)(NCCN1CCOCC1)c1ccc(I)cc1
  -5.7 | -0.7
N#Cc1ccccc1N=C1CCCN1Cc1ccccc1
  -2.0&-2.5 | -21.0&-20.8
O=C1OC(c2ccccc2Cl)=N/C1=C\c1cc(Br)cs1
  -6.3 | 8.0
CC1CCN(S(=O)(=O)c2cc(Br)cc3c2N(C(=O)C2CC2)CC3)CC1
  -2.5 | 10.0
CC1CCN(CCCNC(=O)CN2N=C(c3ccc(Cl)cc3)CCC2=O)CC1
  -15.0 | -4.0

2 entries from above, field by field.
smiles: COc1ccc(NC(=O)Cn2nc([N+](=O)[O-])c(Br)c2C)cc1OC
  Pf apPOL inh = 2.5 | mHTT CaM bind = 0.0

smiles: CCC(C(=O)Nc1cc(Cl)c(OC)cc1OC)c1ccccc1 (stereo not given)
  Pf apPOL inh = -3.4 | mHTT CaM bind = -13.0

Next part:
Value order – Pf apPOL inh | mHTT CaM bind
O=C(CSc1nc2ccc([N+](=O)[O-])cc2[nH]1)NCCc1ccccc1
  -1.9 | -3.5
COc1cc(C2N(C(C)=O)CCN2S(=O)(=O)c2ccc(C)cc2)ccc1O (stereo not given)
  5.3 | 4.0
CC(C)=C1C=CC(=C(C)C)S1(=O)=O
  -1.2 | 6.3
CCn1c(=O)c(N2CCN(S(=O)(=O)c3ccc(Cl)cc3C)CC2)nc2ccncc21
  -1.2 | 12.5
Cc1c(C)n2c3c(=O)[nH]c(=O)n(C)c3nc2n1CCN1CCN(C(=O)c2ccco2)CC1
  -5.0 | -5.1
CC1(C(=O)NC2CCCCCC2)CCC(=O)N1Cc1ccc(F)cc1 (stereo not given)
  -6.2 | -4.0
CCCC(=O)NC1CC(O)C(CO)C1 (stereo not given)
  -2.5 | -0.4
COc1ccc(-n2c(SCC(=O)c3ccccc3)nnc2-c2ccncc2)cc1
  -0.8 | 16.1
Cc1[nH]n(-c2ccccc2)c(=O)c1C=Nc1sc2c(c1C#N)CCCC2
  -8.7 | 3.0
Cc1nnc(-c2cccn2CC(=O)Nc2ccc(F)cc2C)o1
  -3.0 | -3.3
CC(=O)NC(=O)c1cc2ccccc2oc1=Nc1ccc(C#N)cc1
  -1.3 | 0.0
Cc1cc(Br)ccc1S(=O)(=O)NCc1ccc2c(c1)OCO2
  9.2 | -12.0
O=C(NC1CCCC1)c1cnc2sc3c(n2c1=O)CCC3
  -1.3 | -6.1
c1cnc(NC2CCCC2)nc1
  -1.5 | -4.2
COCC(=O)N1CCc2c(c(COCc3ccc(C)cc3)nn2C)C1
  -0.9 | 6.3
O=C(NCCC1CCN(C(=O)NC2CCCCC2)CC1)c1ccccc1Cl
  9.4 | -5.5
CC1CCN(C(=O)C2=CN(c3ccccc3)c3ccccc3S2(=O)=O)CC1
  1.0 | -3.1
COC(=O)C1=C(N)OC2=C(C(=O)CC(C)(C)C2)C1c1ccccc1[N+](=O)[O-] (stereo not given)
  3.4 | 12.7
COC(=O)c1ccc(N2CCN(C(C)C)CC2)c(NC(=O)c2ccc(F)cc2)c1
  -2.0 | -4.5
CC(C)CC(=O)N1CCc2[nH]cnc2C12CCCCC2
  8.3 | -11.9
COc1ccccc1N1CCN(C2CCN(C(=O)c3ccc(F)cc3)CC2)CC1
  4.0 | -8.1
Cc1cccc(N2CCN(CC(O)c3ccc4c(c3)OCO4)CC2)c1 (stereo not given)
  -0.8 | -1.7
Cc1cccc(C)c1NC(=O)Cn1cc2c(n1)CCCC2
  -0.2 | -3.3
CCn1c(N2CCC(C(=O)Nc3ccc(F)c(Cl)c3)CC2)cc(=O)n(C)c1=O
  -3.9 | 49.5
CC1(C(=O)NC2CCCC2)CCC(=O)N1CCc1ccc(Cl)cc1 (stereo not given)
  -2.7 | -2.0

The list is partial; the hit share may differ from the screen's.
